Screening data (PubChem BioAssay)
KRASV12 cytotoxicity: cytotoxicity in KRAS-transformed pancreatic duct cells, primary screen, cell-based, fluorescence, HTS (AID 431) | HPDE-C7K KRASV12 cells, Alamar Blue viability, 48 h; higher % means a stronger effect | one-dose cytotoxicity, % at 10 µM; EC50 in µM for titrated hits | actives 1.7% (n = 63,000);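 active = compounds whose percent cytotoxicity in the single-dose primary screen, scaled between solvent and toxic-drug controls, exceeds 50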;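 note: 0% = DMSO solvent wells and 100% = doxorubicin-treated wells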
Alkaline phosphatase: inhibition of tissue-nonspecific alkaline phosphatase – biochemical, luminescent (AID 518) | inhibition, % at 20 µM; hits with a dose series show IC50 in µM | actives 0.09% (n = 64,000) | purified TNAP enzyme, luminescent substrate readout; higher % means a stronger effect; in the data active = a potency from the dose series; inactive = the rest, 99 in 100 with inhibition below about 22%;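 note: plate controls were vehicle for no effect and reference inhibitor for full effect; many of its hits are not listed in these tables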
Bfl-1 displacement: displacement of Bid BH3 peptide from Bfl-1 – biochemical, fluorescence polarization, FITC-Bid, mouse, primary screen (AID 432); displacement, % at 20 µM; hits with a dose series show IC50 in µM; FITC-Bid BH3 peptide fluorescence polarization displacement; higher % means a stronger effect; actives 0.02% (n = 64,000); in the data active = a potency from the dose series; inactive = the rest, 99 in 100 with displacement below about 15%; note: strong numbers were not always called active
LYP inhibition: inhibition of human PTPN22 tyrosine phosphatase – biochemical, DiFMUP fluorescence, recombinant catalytic domain, 10 µM, primary screen (AID 606). recombinant LYP catalytic domain, DiFMUP fluorescence; higher % means a stronger effect. inhibition, % at 10 µM; hits with a dose series show IC50 in µM. 52,000 tested, under 10 active;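 active = IC50 under 40 µM in the dose-response test; inactive = IC50 of 40 µM or more, or never dose-tested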
PMK inhibit: inhibitors of Streptococcus pneumoniae phosphomevalonate kinase; purified PMK, PK/LDH-coupled NADH absorbance 340 nm; inhibition, % at 10 µM; actives 0.49% (n = 65,000);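 active = top-ranked compounds by inhibition in the single 10 µM screen, taking a fixed number of the strongest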;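 note: 0% = full reaction with DMSO carrier and 100% = background rate without enzyme reaction; no value below 0 was filed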
HT1080 viability: HT1080 cell viability loss – fluorescence readout (AID 620) | HT1080 viability, fluorescence; higher % means a stronger effect | cytotoxicity, % at 10 µM; hits with a dose series show EC50 in µM | actives 0.42% (n = 87,000);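 note: cells exposed to compound overnight then 4 h with Alamar Blue; 0% = vehicle DMSO and 100% = killing control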
MK inhibit: blocks S. pneumoniae mevalonate kinase; purified MK, PK/LDH-coupled NADH absorbance 340 nm; inhibition, % at 10 µM; actives 0.48% (n = 65,000);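 active = ranked among the strongest by inhibition in the single 10 µM screen, a fixed top-ranked set picked for dose follow-up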; note: no value below 0 was filed
Spn DPM-DC inh: inhibitors of Streptococcus pneumoniae diphosphomevalonate decarboxylase. purified DPM-DC, PK/LDH coupled NADH fluorescence. calls only at 10 µM. actives 0.49% (n = 65,000);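 active = the 320 compounds with the highest percent inhibition in the single-dose primary screen, excluding strongly autofluorescent ones, cut at about 32% in these data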;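 note: kinetic rate of NADH fluorescence loss reporting ADP formed by the decarboxylase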
HPDE-C7 cytotoxicity: HPDE-C7 pancreatic duct cell viability loss – fluorescence, HTS (AID 430) | one-dose cytotoxicity, % at 10 µM; EC50 in µM for titrated hits | actives 1.8% (n = 63,000) | HPDE-C7 pancreatic duct cells viability, fluorescence; higher % means a stronger effect;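 note: cells exposed to compound for 48 hours before viability readout; 0% = vehicle and 100% = reference cytotoxic drug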
PMK inhibit pilot replicates: recorded beside PMK inhibit, whose call it bears; inhibition, %; measured here: pilot screen replicates
MK inhibit pilot replicates: further read-out of MK inhibit, marked with its call; inhibition, %; measured here: pilot screen replicates
Spn DPM-DC inh pilot screen %: also measured in Spn DPM-DC inh; calls as there; inhibition, %; measured here: pilot screen trials
The depositor's hits bear a star; i = inactive; nt = no result given. Cut-off read from the data, not from the text of the source, unless noted: active = cytotoxicity above about 50%; inactive = the rest.

SMILES | KRASV12 cytotoxicity | Alkaline phosphatase | Bfl-1 displacement | LYP inhibition | PMK inhibit | HT1080 viability | MK inhibit | Spn DPM-DC inh | HPDE-C7 cytotoxicity | others
COC(=O)N(C)c1nc2ccccc2s1 | -8% | 7% | 4% | nt | 12 | -1% | 10 | i | -4%
O=C(Nc1ccc(-n2nncc2-c2ccco2)cc1)c1cc2ccccc2oc1=O | 1% | 12% | 23% | nt | 11 | -5% | 0 | i | -12%
CC1CCN(C(=O)CSc2nnc(Cc3cc(=O)[nH]c(=O)[nH]3)n2-c2ccc(Cl)cc2)CC1 | 7% | 6% | 2% | 3% | 13 | -2% | 10 | i | 4% | PMK inhibit pilot replicates=2.0;MK inhibit pilot replicates=3.5;Spn DPM-DC inh pilot screen %=2.5
CCn1c(=O)n(CC)c2cc(S(N)(=O)=O)c(C)cc21 | -8% | 5% | 0% | -4% | 0 | 7% | 3 | i | -6%
Cn1cc(CC(=O)N2CCN(c3ccc(Cl)cc3)CC2)c2ccccc21 | -1% | 0% | 2% | 5% | 11 | nt | 10 | i | -2%
CCc1nnc(NC(=O)c2ccc(S(=O)(=O)NC3CCCCC3)cc2)s1 | 7% | 18% | -1% | -2% | 2 | -3% | 2 | i | 8% | PMK inhibit pilot replicates=1.0;MK inhibit pilot replicates=0.0;Spn DPM-DC inh pilot screen %=0.0
COC(=O)n1c(=O)oc2cc(S(=O)(=O)N3CCOCC3)ccc21 | 6% | 10% | -7% | nt | 17 | -2% | 4 | i | -1%
CCCc1nc(SCC(=O)c2ccc(OC)cc2)c2c(=O)n(C)c(=O)n(C)c2n1 | 1% | 6% | 0% | -2% | 7 | 2% | 11 | i | -9%
CCCc1ncc(C(=O)c2ccc(OC)cc2)n1C | 7% | 11% | -4% | 2% | 0 | 4% | 9 | i | 10%
CC(C)n1c(SCC(=O)Nc2ccc3c(c2)OCO3)nc2c1c(=O)n(C)c(=O)n2C | 4% | 12% | -1% | -6% | 14 | 2% | 12 | i | 4%
CCOC(=O)CSc1nnc(-c2ccc(OC)cc2OC)o1 | 12% | 12% | 0% | nt | 4 | 40% | 7 | i | 6%
Cc1n[nH]c(C)c1N1C(=O)c2cccc3cc(Br)cc(c23)C1=O | 8% | 12% | -4% | 15% | 11 | -3% | 9 | i | 0% | PMK inhibit pilot replicates=2.0;MK inhibit pilot replicates=3.5;Spn DPM-DC inh pilot screen %=4.5
CNC(=O)CSc1nnnn1CCCOC | 0% | 10% | 2% | 0% | 9 | 8% | 2 | i | -2%
COc1ccc2c(c1)CCc1c(C(=O)NC3CCCCC3)noc1-2 | -10% | 4% | 3% | nt | 16 | -1% | 0 | i | -11%
CCN1CCN(C(=O)c2ccc3c(=O)n(C4CCCC4)c(=S)[nH]c3c2)CC1 | 0% | 8% | -9% | nt | 16 | -10% | 2 | i | 6% | PMK inhibit pilot replicates=0.0;MK inhibit pilot replicates=6.0;Spn DPM-DC inh pilot screen %=0.0
COc1ccc(OC)c(C2C=C(c3ccc(C)c(C)c3)Nc3nnnn32)c1 (stereo not drawn) | 6% | 10% | -6% | 6% | 8 | -5% | 4 | i | 10%
O=C(NCc1ccccn1)c1ccc(=O)oc1 | -5% | 7% | 6% | -27% | 6 | 6% | 0 | i | 1%
COc1ccc(Cl)cc1C(=O)Nc1ccc(NC(=O)c2ccco2)cc1 | -7% | 6% | -4% | -4% | 0 | -3% | 3 | i | -6%
Cc1[nH]nc(N=CC2=C(O)CC(c3ccco3)CC2=O)c1-c1ccccc1 (stereo not drawn) | -15% | 4% | -1% | 6% | 4 | -10% | 3 | i | -23%
COC(=O)C1CCCN1C(C(=O)NC1CCCCC1)c1ccc(Cl)cc1 (stereo not drawn) | -19% | -12% | 7% | nt | 0 | -3% | 2 | i | -19%

Reprinted from the part before: two entries; new compounds follow.
SMILES | KRASV12 cytotoxicity | Alkaline phosphatase | Bfl-1 displacement | LYP inhibition | PMK inhibit | HT1080 viability | MK inhibit | Spn DPM-DC inh | HPDE-C7 cytotoxicity | others
Cc1[nH]nc(N=CC2=C(O)CC(c3ccco3)CC2=O)c1-c1ccccc1 (stereo not drawn) | -15% | 4% | -1% | 6% | 4 | -10% | 3 | i | -23%
COC(=O)C1CCCN1C(C(=O)NC1CCCCC1)c1ccc(Cl)cc1 (stereo not drawn) | -19% | -12% | 7% | nt | 0 | -3% | 2 | i | -19%
N#Cc1nc(-c2ccccc2Cl)oc1N1CCOCC1 | 4% | 20% | -5% | -5% | 0 | -1% | 0 | nt | -10% | PMK inhibit pilot replicates=0.0;MK inhibit pilot replicates=0.0
CCCCNC(=O)Nc1cnn(CC)c1C(N)=O | -1% | 9% | -6% | -7% | 1 | -1% | 7 | i | -15%
Cc1cnc(C(=O)OCC(=O)Nc2ccc(Cl)cc2)cn1 | 6% | 9% | -7% | nt | 8 | 4% | 2 | i | 6%
CN(C)c1nc(Oc2ccc(/C=N/O)cc2)nc(N(C)C)n1 | 0% | 14% | 11% | 8% | 16 | 5% | 4 | i | -12%
CC1=C(C(=O)OC2CCCCC2)C(c2ccco2)n2ncnc2N1 (stereo not drawn) | 11% | 10% | 1% | 15% | 2 | -2% | 2 | i | 8%
CCOC(=O)C(NC(=O)CC(C)C)(Nc1cc(C)on1)C(F)(F)F (stereo not drawn) | 4% | 6% | 10% | 9% | 5 | 5% | 0 | i | -10%
O=C(O)CN1CCN(Cc2ccccc2)C1=O | 3% | 8% | 1% | nt | 23 | -2% | 0 | i | -2%
CCCC(=O)N1CCc2cc(-c3nc(N)sc3C)ccc21 | -10% | -8% | -2% | nt | 16 | 16% | 7 | i | -10%
COc1ccc(-n2c(=O)c3ccccc3n(CC(=O)Nc3cc(C)on3)c2=O)cc1OC | -2% | 1% | -5% | 4% | 11 | -5% | 0 | i | -6%
Cn1c(=O)c2c(SCC(N)=O)nc(CC(C)(C)C)nc2n(C)c1=O | 0% | 7% | 1% | -10% | 1 | 5% | 9 | i | 2%
Cc1cnc(C(=O)OCC(=O)N2CCc3ccccc3C2)cn1 | -6% | 9% | 5% | 9% | 12 | -2% | 3 | i | -10%
O=c1[nH]c(/C(=N\O)c2ccccc2)no1 | 10% | 4% | -2% | 9% | 13 | 4% | 2 | i | 16% | PMK inhibit pilot replicates=0.0;MK inhibit pilot replicates=0.0;Spn DPM-DC inh pilot screen %=1.0
O=C(CCc1ccccc1)Nc1nc2n(n1)C(c1ccc(Cl)cc1)CC(=O)N2 (stereo not drawn) | 8% | 4% | 1% | nt | 11 | 8% | 10 | i | -2%
CCOCc1cc(C2NC(=O)NC(C)=C2C(=O)OCC)ccc1OC (stereo not drawn) | 3% | 5% | -2% | 10% | 0 | 1% | 0 | i | 2%
Cc1ccc(-c2ccc(=O)n(CC(=O)NCCN(C)C)n2)cc1 | 5% | 2% | -5% | -3% | 17 | 5% | 4 | i | -2%
O=C(NCCO)c1cccc2c1C(=O)c1ccccc1-2 | 12% | 15% | 3% | 1% | 4 | 43% | 7 | i | -18% | PMK inhibit pilot replicates=8.0;MK inhibit pilot replicates=0.0;Spn DPM-DC inh pilot screen %=0.0
COc1cc(C(=O)NCc2ccc3c(c2)OCO3)ccc1OCc1c(C)noc1C | -12% | 6% | -3% | 9% | 0 | -7% | 11 | i | -2%
C=C(C)c1cccc(C(C)(C)NC(=O)N2CCN(CC(N)=O)CC2)c1 | -6% | 14% | 2% | -5% | 8 | -5% | 8 | i | 2%
O=S(CCc1ccncc1)Cc1ccccc1 (stereo not drawn) | 1% | 4% | -5% | -4% | 3 | -3% | 6 | i | -2%
CCn1c2ccccc2c2nnc(SCC(=O)Nc3ccc4c(c3)OCO4)nc21 | 33% | 7% | -16% | 10% | 9 | -3% | 3 | i | -12%
COc1ccc2cc3c(N)nn(C(=O)Cc4ccccc4OC)c3nc2c1 | -2% | 8% | 1% | 11% | 6 | 4% | 4 | i | -8%
COC(=O)Cn1c(C)nc2c(sc3nc(C)cc(C)c32)c1=O | -5% | 5% | -6% | -2% | 13 | 3% | 11 | i | 0% | PMK inhibit pilot replicates=0.5;MK inhibit pilot replicates=5.0;Spn DPM-DC inh pilot screen %=0.0
Cc1onc(-c2ccccc2Cl)c1C(=O)NCc1ccc(N2CCCC2=O)cc1 | -8% | 12% | -4% | nt | 5 | 6% | 9 | i | -14%
CCCCN(C)C(=O)c1oc2ccc(S(=O)(=O)N3CCCCCC3)cc2c1C | -17% | 2% | -12% | 14% | 10 | -3% | 0 | i | -18%
Cn1ncc2c1ncn1nc(COc3ccc4ccccc4c3)nc21 | 1% | 17% | -6% | -7% | 1 | 18% | 1 | i | -6%
COc1ccc(C2C3=C(CC(C)(C)CC3=O)Oc3ncn(CCO)c(=N)c32)cc1OC (stereo not drawn) | -10% | 4% | -2% | nt | 4 | nt | 3 | i | -12%
CCOc1ccc(C(=O)N2CCN(c3ccccc3)CC2)cc1OCC | -18% | 2% | 1% | nt | 3 | -2% | 2 | i | -52% | PMK inhibit pilot replicates=4.5;MK inhibit pilot replicates=1.0;Spn DPM-DC inh pilot screen %=0.0
CCOC(=O)N1CCN(C(=O)COc2ccc(Br)cc2Cl)CC1 | 0% | 11% | 2% | -1% | 0 | -2% | 5 | i | -1% | PMK inhibit pilot replicates=2.0;MK inhibit pilot replicates=2.0;Spn DPM-DC inh pilot screen %=0.5
CCc1nnc(NC(=O)CCN2C(=O)CCC2=O)s1 | -15% | -6% | -4% | -9% | 0 | 10% | 2 | i | -10%
CC(C)CNC(=O)c1ccccc1NC(=O)c1ccc(CN2CCOCC2)cc1 | -4% | 15% | -1% | -6% | 2 | 1% | 5 | i | -15% | PMK inhibit pilot replicates=5.5;MK inhibit pilot replicates=0.0;Spn DPM-DC inh pilot screen %=0.5
CCOc1cc(C2C(C(=O)OC)=C(C)N=C3SCCC(=O)N32)ccc1OC(C)=O (stereo not drawn) | -10% | 11% | 6% | 14% | 15 | 4% | 5 | i | -21%
O=C(Nc1ccon1)c1sc2cc(F)ccc2c1Cl | 1% | 13% | -4% | 0% | 2 | 4% | 0 | i | -5%
COc1ccc(N2CCN(Cc3nc4ccccc4c(=O)[nH]3)CC2)cc1 | 23% | 18% | -2% | 4% | 6 | 3% | 7 | i | 7% | PMK inhibit pilot replicates=0.0;MK inhibit pilot replicates=0.0;Spn DPM-DC inh pilot screen %=2.0
COc1ccc(S(=O)(=O)N2CCCCC2)cc1C(C)C | -11% | -4% | -1% | 2% | 0 | nt | 4 | i | 2%
O=C(NCCN1CCOCC1)NC1(C(F)(F)F)Oc2ccccc2O1 | 3% | 13% | -6% | nt | 6 | 8% | 5 | i | 7%
O=C(NCc1cccs1)C1CC(=O)N(c2ccc(F)cc2)C1 (stereo not drawn) | 4% | 7% | -3% | 10% | 13 | -1% | 8 | i | 2%
COc1ccccc1/C=c1\sc2nc(-c3cccs3)nn2c1=O | 3% | 4% | -11% | 4% | 3 | -2% | 10 | i | 11%
Cc1cccc(C)c1OCC(=O)Nn1c(C)nc2ccccc2c1=O | -9% | 3% | 1% | nt | 4 | -12% | 12 | i | 3%
